HKDC1 inh – inhibitors of human hexokinase HKDC1; recombinant HKDC1, G6PDH/diaphorase resazurin coupled fluorescence; inhibition, % at 20 µM; hit rate 0.16% among 340,000;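 active means inhibition above about 35% when tested at 20 µM, limit read from the data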;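 further: plate controls were DMSO wells with enzyme for no effect and DMSO wells lacking enzyme for full effect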
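Assay system: recombinant HKDC1 hexokinase; detection: coupled resazurin fluorescence, excitation 525 nm, emission 613 nm; benchmarks: DMSO-plus-enzyme-mix negative control, buffer-substituted positive control; compound dosing: single 20 µM dose; schedule: 90 min at room temperature in dark; also added: glucose plus 1 mM ATP as hexokinase substrates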
Gli-Sufu antag – blocks Gli-Sufu signaling in a luciferase reporter | Sufu-KO-LIGHT fibroblasts, Gli luciferase reporter luminescence | inhibition, % at 5 µM | hit rate 0.74% among 340,000;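 active means inhibition above about 55%, limit read from the data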;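 further: 0% = DMSO-treated cells and 100% = wells with medium but no cells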
Jurkat NFkB inh – lowers PMA/ionomycin-induced NF-kB signal in Jurkat cells; PMA/ionomycin-induced NF-kB luciferase reporter, luminescence; inhibition, % at 4 µM; hit rate 0.53% among 330,000; AID 435003
SENP8 inh – SENP8 protease inhibition. purified SENP8, Z-RLRGG-aminoluciferin cleavage, luminescence. hit rate 1.2% among 330,000. inhibition, % at 10 µM. AID 2540
Target sequence (Q96LD8 whole entry, looked up): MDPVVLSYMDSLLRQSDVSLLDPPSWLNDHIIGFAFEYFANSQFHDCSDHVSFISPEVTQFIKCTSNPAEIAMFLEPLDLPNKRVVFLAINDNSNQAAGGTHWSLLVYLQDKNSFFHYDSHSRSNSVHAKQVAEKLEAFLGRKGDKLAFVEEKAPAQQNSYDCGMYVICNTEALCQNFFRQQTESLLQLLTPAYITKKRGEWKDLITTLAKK
UBC13 inh – human UBC13 polyubiquitination inhibition; UBC13 polyubiquitin chain formation, TR-FRET; inhibition, % at 20 µM; hit rate 0.47% among 330,000; AID 485273; in the data active means inhibition above about 45%, passing the limit was not always enough
Target sequence (P61088 whole entry, looked up): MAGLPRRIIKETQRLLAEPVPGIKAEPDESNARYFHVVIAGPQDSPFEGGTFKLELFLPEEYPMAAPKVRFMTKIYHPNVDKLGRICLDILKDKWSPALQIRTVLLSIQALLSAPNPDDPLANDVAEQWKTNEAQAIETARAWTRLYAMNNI
Apaf1 inhib – blocks human Apaf-1 apoptosome activity; O14727; inhibition, % at 20 µM; hit rate 0.71% among 330,000; AID 489030; reconstituted apoptosome caspase-3 activity, DEVD-Rh110 fluorescence; active means inhibition of at least 40% at 20 µM;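 further: plate controls were DMSO wells for no effect and DEVD-CHO caspase inhibitor wells for full effect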
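detection = Rh110 fluorescence intensity | test system = biochemical Apaf-1 apoptosome reconstitution | also added = cytochrome c and DEVD-Rh110 substrate | schedule = 30 min plus 50 min, RT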
SENP7 block – inhibitors of human SENP7 protease. Q9BQF6. recombinant SENP7, Z-RLRGG-aminoluciferin luminescence, 40 min. inhibition, % at 5 µM. hit rate 1.5% among 330,000;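 active means inhibition above about 50% at the single test dose, limit read from the data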;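 further: plate controls were DMSO with enzyme for no effect and no enzyme buffer wells for full effect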
Target sequence (Q9BQF6 706-1050 limits assumed): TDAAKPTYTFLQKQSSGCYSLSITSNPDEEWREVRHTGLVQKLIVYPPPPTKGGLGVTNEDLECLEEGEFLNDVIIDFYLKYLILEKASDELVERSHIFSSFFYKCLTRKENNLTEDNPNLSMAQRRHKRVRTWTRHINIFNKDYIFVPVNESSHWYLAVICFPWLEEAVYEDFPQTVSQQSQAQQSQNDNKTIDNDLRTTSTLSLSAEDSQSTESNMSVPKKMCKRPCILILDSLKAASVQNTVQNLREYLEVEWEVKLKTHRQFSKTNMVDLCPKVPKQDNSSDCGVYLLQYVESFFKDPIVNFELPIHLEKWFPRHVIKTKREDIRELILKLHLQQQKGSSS
697 NFkB inh – inhibitors of the PMA/ionomycin-induced NF-kB reporter in 697 B cells; inhibition, % at 4 µM; hit rate 0.33% among 330,000; 697 B-cell NF-kB luciferase reporter, 16 h; in the data active means inhibition above about 35%
An asterisk follows results filed as active; . = not tested or not shown. Unless noted, no stated cut-off is given here; in the data, active means inhibition above about 50%; inactive means the rest. The order is random. About 3.6% of those tested had a hit in this group.

compound,HKDC1 inh,Gli-Sufu antag,Jurkat NFkB inh,SENP8 inh,UBC13 inh,Apaf1 inhib,SENP7 block,697 NFkB inh
CC(C)c1ccc(NC(=O)c2ccc3c(c2)C(=O)N(Cc2cccnc2)C3=O)cc1,1,1,16,-5,-3,8,8,-4
CC1(C)CC(=O)CC(C)(C)N1OC(=O)c1ccco1,-2,-2,2,0,3,-4,-1,11
COc1ccc(OC)c(CCNC(=O)CC2Oc3ccccc3NC2=O)c1 (configuration not stated),-5,2,-9,0,-3,9,-1,10
CSc1ccccc1C(=O)N1CCN(c2ccc(F)cc2)CC1,1,14,3,-1,-4,17,10,18
CCOc1cc2c(cc1/C=C/c1noc(C)c1[N+](=O)[O-])OC(C)C2 (configuration not stated),-1,5,2,2,-30,9,-2,16
CC1(C)c2[nH]c3ccccc3c2C[C@H]2C(=O)N(Cc3ccccc3)C(=O)N21,0,-14,-6,-4,21,16,-2,6
COc1cc(C(=O)OCC(=O)c2ccc(S(=O)(=O)N3CCCCC3)cc2)cc(OC)c1OC,-9,7,13,1,0,5,-1,-1
CC(C)C(=O)Nc1cc(S(=O)(=O)N2CCOCC2)ccc1N1CCCCC1,-10,1,-4,7,0,4,1,-3
CCOC(=O)c1nc(Nc2cc(C)cc(C)c2)c2ccccc2n1,-9,2,10,-2,-6,8,-11,14
COc1ccccc1N1CCN(C2CCCN(C(=O)CCc3cnn(C)c3)C2)CC1 (configuration not stated),-5,4,7,-1,2,1,-2,16
CC1=C(C(=O)OC(C)(C)C)C(c2ccc(Br)cc2)NC(=O)N1CCCC(=O)O (configuration not stated),-6,2,-30,-2,-2,-7,-2,-9
CCN(CC)CCCNC(=S)N1CCN(c2nc3ccccc3n2CC)CC1,-1,17,-19,-1,10,8,-5,-14
COC/C=C/C1=CC2=CC(=O)C(C)(OC(=O)c3cnc4ccccc4n3)C(=O)C2=CN1C1CCCCC1 (configuration not stated),.,.,-22,-7,-46,17,1,9
C=CCn1c(SCC(=O)NCC)nc2sc3c(c2c1=O)CCC3,1,-14,3,1,-8,1,-5,10
CCn1c(COc2ccccc2)nnc1SCC(=O)NC1CCCCC1,-8,-6,1,1,-5,6,3,12
Fc1ccc2cnc(-c3ccccc3)c(-c3ccc(C(F)(F)F)cc3)c2c1,13,7,6,0,-10,14,8,6
COc1ccc(CCN(C)C(=O)COc2ccc(N(C)S(=O)(=O)c3ccc(C)cc3)cc2)cc1OC,16,13,18,6,5,14,-3,10
O=C(Nc1ccccc1OC(F)F)c1ccc(F)cc1,3,-7,1,1,6,-10,3,14
CC[C@H](C)[C@@H]1NC(=O)c2cc([N+](=O)[O-])cc(I)c2NCC[C@@H](C(N)=O)NC(=O)[C@H](CCCN=C(N)N)NC1=O,6,11,-9,-9,23,26,-14,-27
Cc1cc2ncn(/N=C/c3ccc(-c4ccccc4)o3)c2cc1C,7,0,-1,-18,-5,22,-16,-11
COc1ccc(-c2cn(CCN)c(-c3ccncc3)n2)cc1,0,-5,-1,4,-2,10,-4,27
Oc1[nH]c2ccccc2c1N=Nc1ccccc1,4,-32,-87,73*,-8,10,80*,-107
CSc1nnc(-c2ccncc2)n1/N=C/c1cn(-c2ccccc2)nc1-c1ccc(Cl)cc1,3,2,-16,-16,13,31,-7,-29
COc1ccc2cc(CN(Cc3ccco3)Cc3nnnn3C3CCCCC3)c(=O)[nH]c2c1,-3,11,-2,8,-6,28,-6,-9
Cc1ccc(NC(=O)c2cccs2)cc1NC(=O)c1ccccc1Cl,0,11,1,-1,5,10,-2,12
CCN(CC)c1nc(Nc2ccc([N+](=O)[O-])cc2)nc(N(CC)CC)n1,-3,7,-1,-5,0,7,-2,7
Cc1cc(NC(=O)CCC(=O)N(CC(=O)NC2CCCC2)c2ccc(Cl)cc2)no1,-4,13,-9,-8,-8,5,-12,16
CC1(C)CC(=O)C(C=Nc2cccnc2)=C(O)C1,3,9,0,-3,-2,-1,4,4
CCN(CC(=O)Nc1ccc(NC(C)=O)cc1)C(=O)c1cccc(-n2cccc2)c1,-4,2,7,10,-1,-2,-5,17
Cc1ccc(C)c(N=C2CCCN2Cc2ccccc2)c1C#N,2,3,11,1,0,-14,0,9
CCOP(=O)(OCC)C(NC(=O)C(F)(F)F)c1ccccc1 (configuration not stated),7,5,-10,-2,-2,1,11,18
O=C(CN1C(=O)C2CC=CCC2C1=O)Nc1ccc(OC(F)(F)F)cc1 (configuration not stated),4,-4,-2,-3,0,-5,4,13
CCOc1ccc(OCCC(=O)NNC(=O)c2ccccc2Cl)cc1,-6,-11,-12,14,-3,-1,-9,8
CC(OC(=O)c1cccs1)C(=O)NCC1CCCO1 (configuration not stated),-3,0,-12,-9,-13,2,-3,11
O=c1nc(N/N=C/c2c[nH]c3ccccc23)cn[nH]1,-3,-42,-64,6,-11,-8,28,-116
CC(=O)Nc1ccc(C(=O)Nc2cc(C)on2)cc1,-1,-3,-25,4,7,7,2,-18
O=C(N1CCCCC1)N1CCN(C(=O)N2CCCCC2)CC1,-1,25,-7,3,5,9,7,5
CCn1c(C)nc2cc(C(=O)N=Nc3c(O)[nH]c4ccccc34)ccc21,.,.,-37,-11,-43,10,-6,-76
COC(=O)c1sc(N)c(C(=O)OC)c1Cn1ncc(Cl)c(Cl)c1=O,7,-13,21,2,-9,16,3,-16
CN(Cc1ccccc1)C(=O)CN(c1ccc(F)cc1)S(=O)(=O)c1ccc2c(c1)OCCO2,-3,-5,-2,5,1,16,9,-5
COc1ccc(C(=O)O)cc1Nc1cc(C)nc2ncnn12,3,-1,1,3,-4,-4,-6,9
Cc1n[nH]c(C)c1S(=O)(=O)N1CCN(S(=O)(=O)c2ccccc2C#N)CC1,-1,-5,-3,2,1,0,-7,5
COCCCn1c(SCCc2ccccc2)nc2cc(OC)c(OC)cc2c1=N,-2,39,-6,-3,27,16,-1,-35
CC(=O)N(C)c1ccc(NC(=S)NC(=O)/C=C/c2ccco2)cc1,-3,0,-1,-3,-18,-6,-5,-10
Cc1ccc(N2CN(S(=O)(=O)c3cccc([N+](=O)[O-])c3)c3nc4ccccc4nc32)cc1,4,-11,-20,1,-9,16,8,-15
Cc1ccccc1CN1CCN(C2CCC2)CC1CCO (configuration not stated),-7,21,6,8,5,-5,3,5
CNS(=O)(=O)c1ccc(NC(=S)Nc2ccc3c(c2)OCO3)cc1,-4,-5,-13,-1,1,8,7,-5
CCCCNC(=O)CCn1c(=O)c2ccccc2n(CC(=O)Nc2ccccc2OCC)c1=O,-8,-2,5,-2,0,0,-2,1
CC(=O)C1=C(O)C(=O)N(c2ccc(S(N)(=O)=O)cc2)C1c1cccc([N+](=O)[O-])c1 (configuration not stated),-3,5,9,3,8,-20,0,20
Cn1nc(C(F)(F)F)c2cc(C(=O)O)sc21,12,-5,-4,9,7,-4,6,9
COc1ccc(Cl)cc1S(=O)(=O)N1CCCC(C(=O)N2CCOCC2)C1 (configuration not stated),1,4,-12,-1,-4,1,-4,-11
Cc1cc(C(=O)NCC(=O)OCC(=O)N(C)C2CCCCC2)ccc1[N+](=O)[O-],-6,5,18,2,10,1,12,17
Cc1ccc(S(=O)(=O)NC(C)(C)CSc2nncn2N)cc1,-1,0,-12,-7,-7,-1,-9,4
CCN(CC)c1ccc([N+](=O)[O-])cc1/C=N/NC(=O)CC#N,-5,3,5,5,-10,1,2,20
CC1=NN(c2ccccc2)C(=O)C1C=Nc1ccccc1O (configuration not stated),4,20,5,-4,-30,15,-1,-18
Cc1onc(-c2ccccc2)c1-c1n[nH]c(=S)n1-c1ccc(C(=O)O)cc1,-5,3,0,-4,2,-20,2,24
NCCS(=O)(=O)NC1CCCCC1,-4,6,-4,1,-4,-2,4,7
CC1(C)CC(=O)C2=C(C1)Nc1ccccc1NC2c1ccccc1F (configuration not stated),-5,2,3,-8,-10,1,-2,-7
CS(=O)(=O)Oc1ccc(/C=N/NC(=O)c2ccncc2)cc1,-8,2,7,-9,-18,-2,2,9
CCOC(=O)[C@H]1[C@H]2COc3ccccc3[C@@H]2N2C(=O)CN(Cc3ccc(C)cc3)C(=O)[C@@]12C,2,11,-1,9,14,9,0,4

Random excerpt: five records from the list
compound,HKDC1 inh,Gli-Sufu antag,Jurkat NFkB inh,SENP8 inh,UBC13 inh,Apaf1 inhib,SENP7 block,697 NFkB inh
Cc1onc(-c2ccccc2)c1-c1n[nH]c(=S)n1-c1ccc(C(=O)O)cc1,-5,3,0,-4,2,-20,2,24
CN(Cc1ccccc1)C(=O)CN(c1ccc(F)cc1)S(=O)(=O)c1ccc2c(c1)OCCO2,-3,-5,-2,5,1,16,9,-5
COC(=O)c1sc(N)c(C(=O)OC)c1Cn1ncc(Cl)c(Cl)c1=O,7,-13,21,2,-9,16,3,-16
Cc1ccc(N2CN(S(=O)(=O)c3cccc([N+](=O)[O-])c3)c3nc4ccccc4nc32)cc1,4,-11,-20,1,-9,16,8,-15
CC1(C)CC(=O)C2=C(C1)Nc1ccccc1NC2c1ccccc1F (configuration not stated),-5,2,3,-8,-10,1,-2,-7

Further compounds:
compound,HKDC1 inh,Gli-Sufu antag,Jurkat NFkB inh,SENP8 inh,UBC13 inh,Apaf1 inhib,SENP7 block,697 NFkB inh
CC(=O)c1ccc(N/N=C(/C(N)=O)C2=NC(C)(C)Cc3ccccc32)cc1,-10,12,-48,-8,-4,19,6,-420
Cc1[nH]c2ccccc2c1SCC(=O)N1CCCCCC1,-5,-4,4,-11,4,6,6,-1
CCN(CC)C(=O)[C@H]1CC(CC(=O)NCCN2CCOCC2)C(=O)N2CCc3c([nH]c4ccc(OC)cc34)[C@]12C (some centres not stated),-4,-3,.,.,.,19,-8,-13
COc1ccccc1CNC(=O)N1CCN(S(=O)(=O)c2ccc(Cl)cc2)CC1,-4,-21,3,2,9,0,0,14
Cc1ccc(S(=O)(=O)CCC(=O)N(Cc2nnc(-c3ccc(Cl)cc3)o2)C2CC2)cc1,-1,-20,9,-1,5,20,4,-4
O=C(COc1ccccc1)n1nc(-c2ccc(Cl)cc2)nc1NCc1ccco1,-2,-72,-16,-10,-6,16,-3,-86
CCOC(=O)c1ccc2c(c1)nc(SCC(=O)N1CCOCC1)n2CC,3,13,6,3,8,-4,-1,11
O=C(Nc1ccncc1)c1c(F)c(F)c(F)c(F)c1F,1,-5,1,-8,1,-1,-9,-4
CCn1cc(C(=O)NCCCN(CC(C)C)CC(C)C)c(=O)c2cc(S(=O)(=O)N3CCOCC3)ccc21,-2,-2,-11,-10,-8,-3,-7,-5
O=C(NCCNC(=O)c1cc(OCC(F)(F)F)ccc1OCC(F)(F)F)Nc1ccccc1,9,8,16,3,-7,14,2,-24
CN(C)C=NC(=O)/C(C#N)=C1\CCc2ccccc2N1,-4,-6,16,3,-12,7,7,-50
Cc1cc(C)c(S(=O)(=O)c2ccccc2)c(OC(=O)c2c(Cl)cccc2Cl)n1,-10,-18,4,10,2,24,5,22
CCOc1ccc2nc(SCC(=O)c3ccc(O)cc3O)sc2c1,-2,-2,-5,-7,-8,-6,-7,-12
O=C(NC1CCCC1)C(c1ccccn1)N(C(=O)c1csnn1)c1ccc(F)cc1 (configuration not stated),-2,0,-7,-4,5,1,4,4
O=S1(=O)CCOC[C@H](CC2CCCCC2)N1Cc1cccc(Cl)c1,-2,0,11,-2,13,27,3,-8
Cc1cc(C)c(C#N)c(Oc2ccc(F)cc2)n1,-3,-18,-4,-16,0,10,-6,13
COCCn1c(SCC(=O)NCc2ccco2)nnc1C(C)C,-6,8,-13,-13,-3,-4,-6,-1
CC1CCc2c(sc3nc(CN4CCOCC4)nc(NS(=O)(=O)c4cccc([N+](=O)[O-])c4)c23)C1 (configuration not stated),0,-18,1,6,-9,10,10,3
COC(=O)c1ccc(Sc2ccccn2)c([N+](=O)[O-])c1,-9,-3,14,-7,5,-8,4,-15

Compound activity from PubChem.
